# 12-LOX inh: ALOX12 (human) lipoxygenase inhibition; purified 12hLO, xylenol orange hydroperoxide absorbance; Potency, µM (doses to about 108 µM), for the others: top-dose activity change, negative = inhibition, actives largely listed as inhibitors; 1.1% of 580,000 active; AID 1671190; active = well fitted inhibition curve with a large enough effect; inconclusive = small, poorly fitted or top-dose-only effect, or another doubt; inactive = no such curve, though single readings can be large or run the other way
# Target sequence (P18054 whole entry, looked up): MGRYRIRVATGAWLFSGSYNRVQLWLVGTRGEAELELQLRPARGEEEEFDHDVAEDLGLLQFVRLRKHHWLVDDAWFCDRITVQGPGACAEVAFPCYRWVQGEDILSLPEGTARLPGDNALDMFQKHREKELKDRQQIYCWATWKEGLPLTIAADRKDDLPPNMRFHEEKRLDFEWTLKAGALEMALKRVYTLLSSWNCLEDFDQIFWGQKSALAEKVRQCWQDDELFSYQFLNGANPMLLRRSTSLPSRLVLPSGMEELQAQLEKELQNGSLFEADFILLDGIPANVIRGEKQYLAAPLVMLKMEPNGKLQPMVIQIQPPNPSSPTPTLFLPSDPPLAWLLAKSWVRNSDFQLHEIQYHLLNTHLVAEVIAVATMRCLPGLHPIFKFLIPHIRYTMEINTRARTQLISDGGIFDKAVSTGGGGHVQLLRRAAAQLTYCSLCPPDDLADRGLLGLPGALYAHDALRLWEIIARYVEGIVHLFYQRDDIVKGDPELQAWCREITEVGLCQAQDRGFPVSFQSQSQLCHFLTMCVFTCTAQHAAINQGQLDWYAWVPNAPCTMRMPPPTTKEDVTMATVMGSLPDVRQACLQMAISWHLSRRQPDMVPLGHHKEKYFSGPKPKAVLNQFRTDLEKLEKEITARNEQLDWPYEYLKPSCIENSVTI
#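 Purified human 12hLO (150 nM final) in 25 mM Hepes, 0.01% Triton X-100, pH 7.0 was preincubated 15 min at room temperature with compound. Then 40 uM arachidonic acid was added, 30 min. Hydroperoxide was read by Fe-XO absorbance ratio 573/405 nm.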
# Numbers without * were called inactive; ? = inconclusive; [ ] = another dose, or the depositor's remark. % is scaled to controls: 0 for no effect and ±100 for the full control effect; potency is read from the fitted curve at half-maximal effect.
12-LOX inh | molecule
11% | Cc1ccc(CNC(=O)N2CC(n3cc(C(=O)NCC4CC4)nn3)C2)cc1
50%[activator][176 µM] | CC(=O)NC[C@@H]1C=C(C)[C@H](CC(=O)N(C)Cc2ccccc2)C[C@H]1C(C)C
6% | COc1ccc(-n2nc(C3CCCN(C(=O)C(C)(C)C)C3)[nH]c2=O)cc1 (stereo unspecified)
73%[activator] | Cc1cnc(C(=O)N[C@@H]2CCC[C@@H]2C(=O)NCc2ccc(F)cc2)cn1
7%[176 µM] | c1ccc(CCCN2CC[C@H](c3nc4ccccc4[nH]3)C2)cc1
14%[176 µM] | COc1ccc(C(=O)N2CC[C@H]3NC(=O)N(c4ccc(C(C)C)cc4)C(=O)[C@H]32)cc1
16% | O=C(O)CCC1CCN(S(=O)(=O)c2cccc(F)c2)CC1
? | CN1CC(=O)N(C2CCCNC2)Cc2c1ncnc2N(C)Cc1ccc(F)cc1 (stereo unspecified)

# A run of entries of the results above:
12-LOX inh | molecule
11% | Cc1ccc(CNC(=O)N2CC(n3cc(C(=O)NCC4CC4)nn3)C2)cc1
50%[activator][176 µM] | CC(=O)NC[C@@H]1C=C(C)[C@H](CC(=O)N(C)Cc2ccccc2)C[C@H]1C(C)C
6% | COc1ccc(-n2nc(C3CCCN(C(=O)C(C)(C)C)C3)[nH]c2=O)cc1 (stereo unspecified)

# The list goes on:
12-LOX inh | molecule
3% | N#Cc1cccc(NC(=O)N[C@H]2CO[C@H]3[C@@H]2OC[C@@H]3n2nnnc2Oc2ccc(-n3cncn3)cc2)c1
18% | CCNC(=O)N1CCC(c2noc(-c3ccccn3)n2)C1 (stereo unspecified)
? | C=CCOC(=O)C1=C(C)N=C2SC=C(CC(=O)NCC(C)C)N2C1c1ccccc1Cl (stereo unspecified)
9% | CCCN1CCN(C(=O)c2c(OC)cc(=O)n3c2CCCC3)CC1
? | CN(Cc1ccccc1)Cc1cn([C@H]2CO[C@H]3[C@@H]2OC[C@@H]3NC(=O)NC2CCCCC2)nn1
40%[activator] | CS(=O)(=O)N1CCC(Oc2ccc(C(=O)NCCc3ccccn3)cc2Cl)CC1
13% | Cc1cc(CN2CCCCCCn3c(nnc3-c3ccc(F)cc3)CC2)n(C)n1
? | Cc1cc(=O)n(CC(=O)Nc2ccc(N(C)C)cc2)c(-c2ccccc2)n1
21%[176 µM] | N#Cc1cccc(CN2CCN(c3nccc(Cl)n3)C(=O)C2)c1
5% | CS(=O)(=O)N(C1CC1)C1CCOC2(CCN(C(=O)c3cc(F)ccc3F)CC2)C1 (stereo unspecified)
49%[activator] | N#Cc1cccc(-c2cn3c(n2)N(C(=O)c2ccco2)CCC3)c1
? | CCNC(=O)C1C(c2cccc(NC(=O)c3ccc(OC)cc3)c2)OC(=O)N1Cc1ccc(C)cc1 (stereo unspecified)
3%[176 µM] | COc1ccc(-c2cc(-c3cccc4[nH]ncc34)cn3cncc23)cn1
125%[activator] | Fc1ccc(Cn2ccnc2-c2ccccn2)c(Cl)c1
-2% | CC(C)(O)CCc1cccc(C(=O)NCc2ccc3c(c2)OCCCO3)c1
-7% | Cc1ccc(-n2c(C3CCN(C(=O)Cc4ccc(F)cc4)CC3)n[nH]c2=O)cc1
66%[activator] | Cc1nc(C2CCN(C(=O)CNC(N)=O)CC2)cc(N2CCOCC2)n1
2% | O=C(c1cc2n(n1)CC(c1ccc(Cl)cc1)OC2)N1CCN(c2ccccc2Cl)CC1 (stereo unspecified)
5% | Cc1ccc(CN2CC=CS2(=O)=O)cc1
-2% | COCCOC1CCN(C(=O)NCc2ccccc2)CC1
17% | COc1ccc(C(=O)NC2CCCN(c3cc(-c4ccc(Cl)cc4)[nH]n3)C2)cc1 (stereo unspecified)
35%[activator] | COc1ccc(C(=O)NCC(=O)N2CCN(c3ccccn3)CC2)c(C)c1
5%[12.5 µM] | CC(C)C(=O)N1Cc2ccccc2NC(=O)C12CCNC2 (stereo unspecified)
-2% | COc1cc(OC)cc(C(=O)N2CCC(n3cc(-c4nc(C)no4)nn3)C2)c1 (stereo unspecified)
26% | O=C(N[C@@H]1CN(Cc2ccccc2)C[C@H]1CO)c1ccc(=O)[nH]c1
? | Cc1ccc(CN2C(=O)NC3(CCN(C(=O)c4ccc(C#N)cc4)CC3)C2=O)cc1
-27% | COC(=O)C1=C(C)N(C)C(=NCC2CC2)NC1c1ccc(F)cc1 (stereo unspecified)
12% | CCCN1C(=O)C(CC(=O)N2CCCC(C)C2)Sc2ncccc21 (stereo unspecified)
75%[activator][176 µM] | COc1ccccc1-c1cc(C(=O)NCCc2cnc[nH]2)c2c(c1)N(C)CCO2
-19%[176 µM] | COc1ccc(NC(=O)c2c(C)nc3n2CCC(Nc2ccccc2)C3)cn1 (stereo unspecified)
73%[activator] | O=C(N[C@@H]1CCOC[C@H]1OCc1ccccn1)c1cccc(-n2cnnc2)c1
18%[176 µM] | COc1ccccc1-c1cc(-c2ccccc2OC)c2onc(C)c2n1

# Three of the entries above in order of their number in 12-LOX inh, ascending.
Structure,12-LOX inh
COC(=O)C1=C(C)N(C)C(=NCC2CC2)NC1c1ccc(F)cc1 (stereo unspecified),-27%
CCCN1C(=O)C(CC(=O)N2CCCC(C)C2)Sc2ncccc21 (stereo unspecified),12%
O=C(N[C@@H]1CN(Cc2ccccc2)C[C@H]1CO)c1ccc(=O)[nH]c1,26%

# Additional compounds follow.
12-LOX inh | molecule
15%[176 µM] | Cc1noc2c(NCCCn3ccnc3)cc(-c3ccc(Cl)cc3)nc12
-3% | COCc1ccc2c(c1)c(OC(C)(C)C(=O)NCCCN1CCCC1=O)nn2CCC(C)C
51%[activator][176 µM] | O=C(c1ccccc1)N1CCC2(CC1)COc1ccccc1NC2=O
? | CC(C)(C)CC(=O)N1CC[C@H]2NC(=O)N(c3ccc(Oc4ccccc4)cc3)C(=O)[C@H]21
? | O=C(Cc1cccs1)NCc1nnc2ccc(-c3ccccc3)nn12
0% | CN(C)c1cc(N2CCCC(NC(=O)Cc3cccs3)C2)ncn1 (stereo unspecified)
22% | COCCN1C(=O)c2ccccc2C(C(=O)Nc2cc(Cl)ccc2OC)C12CCCC2 (stereo unspecified)
0% | COc1ccc(CCNC(=O)CN2C(=O)NC3(CCCCC3)C2=O)cc1OC
57%[activator] | COc1ccc([C@@H](NC(=O)Cc2csc(C(C)=O)c2)C2CC(O)C2)cn1 (stereo partly specified)
? | COc1ccc(C(=O)N2CC(c3nc(CCOCC4CC4)no3)C2)c(OC)n1
10% | O=C(Cn1nc2n(c1=O)CCN(Cc1cccc(Cl)c1)C2=O)NCCC1=CCCCC1
-17% | CCOP(=O)(OCC)c1c2c(cc3ccc(Cl)cc13)CCC2
1%[6.33 µM] | O=c1n(-c2ccc(Cl)cc2)nc2n1CCN([S+](=O)([O-])c1ccccc1)C2
10% | CCCC1(CO)CCCN(CCc2cnn(C)c2)C1 (stereo unspecified)
12% | O=C(NCCc1cccnc1)c1cc2n(n1)CC(c1ccc(Br)cc1)OC2 (stereo unspecified)
5% | CN1CCN(CC2(Cn3ccnc3-c3ccc(C(=O)O)cc3)CC2)CC1
44%[activator] | O=C(c1ccoc1)N1CCC(N2C(=O)C3(CCCC3)C2c2ccccc2)CC1 (stereo unspecified)
-18%[176 µM] | O=C(NC1CCCCC1)[C@H]1O[C@H](CCN2CCNCC2)CC[C@@H]1O
-10% | Cc1nc(N(C)C)ncc1C(=O)N[C@@H]1CCOC[C@H]1Oc1ccccn1
38%[activator] | CCCCC(=O)N1CCC2(CC1)SCC(=O)N2c1ccc(Cl)cc1
11% | CC1=C[C@@H](CNC(=O)CC2(CC(=O)O)CCCC2)[C@H](C(C)C)C[C@H]1Cc1nc2ccc(F)cc2[nH]1
57%[activator] | CCN1C(=O)CCc2cc(NC(=O)c3ccc(OC)cc3C)ccc21
71%[activator] | N#Cc1cccc(-c2cn3c(n2)N(C(=O)c2cccs2)CCC3)c1
40%[activator] | CC(C)N1CCC(OCCCNC(=O)CN2CCCc3nc(C4CC4)ncc3C2=O)CC1
34%[activator] | O[C@@H]1C[C@@H](c2nnc3n2CCN(Cc2cccc(F)c2)C3)N(Cc2cccnc2)C1
49%[activator] | CCCS(=O)(=O)N[C@@H]1CN(c2ncccn2)C[C@H]1CN(C)C
10%[176 µM] | CC1=C[C@@H](CNC(=O)Cn2cnnn2)[C@H](C(C)C)C[C@H]1Cc1nc2ccccc2n1C
-5%[12.5 µM] | CCCC(=O)O[C@]1(C(=O)COC(=O)CC)CC[C@H]2[C@@H]3CCC4=CC(=O)CC[C@]4(C)[C@H]3[C@@H](O)C[C@@]21C
? | NCC1CCN(C(=O)c2cnc(C34CC5CC(CC(C5)C3)C4)[nH]c2=O)C1 (stereo unspecified)
13%[176 µM] | O=C1COCC2(CN1Cc1ccccc1)CN(C(=O)c1ccc(F)c(Cl)c1)C2
103%[activator][176 µM] | CN(C1CCCc2ccccc21)S(C)(=O)=O (stereo unspecified)
64%[activator][176 µM] | O=C(O)c1ccc(-c2nc3ccncc3[nH]2)cc1
11% | O=C(Cn1nc2c(cc1=O)CCCCC2)NCCn1cnc2ccccc2c1=O
19% | Cc1ccc(CN2CC(Oc3ccccc3C(=O)NC3CC3)C2)o1
5% | O=C(NC1CCCC1)NC1CCCN(c2cc(N3CCCC3)ncn2)C1 (stereo unspecified)
5% | Cc1ccc(C2Cn3cnc(C(=O)N4CCC(C(=O)NCc5ccco5)CC4)c3CO2)cc1 (stereo unspecified)
51%[activator] | COc1ccc(CCC(=O)Nc2cccc(-c3nnc4n3CCCC4)c2)cc1
75%[activator] | COc1ccccc1-c1ccnc(N[C@H]2CO[C@H]3[C@@H]2OC[C@@H]3NS(=O)(=O)c2cccc3cccnc23)n1
-6% | Cc1ccc(CN2CCC(Oc3ccc4ncccc4c3)(C(=O)O)CC2)o1
4% | C=CCN1CC2(CCC1=O)CCN(Cc1cccc(C#N)c1)CC2

# A draw from above in order of length of the SMILES, high to low:
12-LOX inh | molecule
75%[activator] | COc1ccccc1-c1ccnc(N[C@H]2CO[C@H]3[C@@H]2OC[C@@H]3NS(=O)(=O)c2cccc3cccnc23)n1
5% | Cc1ccc(C2Cn3cnc(C(=O)N4CCC(C(=O)NCc5ccco5)CC4)c3CO2)cc1 (stereo unspecified)
11% | O=C(Cn1nc2c(cc1=O)CCCCC2)NCCn1cnc2ccccc2c1=O
5% | O=C(NC1CCCC1)NC1CCCN(c2cc(N3CCCC3)ncn2)C1 (stereo unspecified)
4% | C=CCN1CC2(CCC1=O)CCN(Cc1cccc(C#N)c1)CC2
64%[activator][176 µM] | O=C(O)c1ccc(-c2nc3ccncc3[nH]2)cc1
103%[activator][176 µM] | CN(C1CCCc2ccccc21)S(C)(=O)=O (stereo unspecified)

# (list continues)
12-LOX inh | molecule
7%[6.33 µM] | O=C(c1ccc(Cl)cc1)N1CCC(N2Cc3ccccc3C2=O)CC1
? | COc1ccccc1OC1(C(=O)O)CCN(Cc2cccnc2)CC1
10% | COc1ccc(C(=O)NC2CCN(c3cnn(C)c(=O)c3)CC2)cc1F
-6% | O=C(NC1CCCCC1)N1CCC(Oc2ncccc2C(=O)N2CCCCC2)C1 (stereo unspecified)
3% | COCCOC1CCN(C(C(=O)O)c2ccc3c(c2)OCO3)CC1 (stereo unspecified)
78%[activator] | O=C1c2c(nc(CNCc3cnccn3)n2Cc2ccccc2)NCCN1Cc1cccc(Cl)c1
8% | CCOc1ccc(CC(=O)NCc2nnc3ccc(-c4ccccc4)nn23)cc1
25% | CNC(=O)[C@@H]1C[C@H](n2cc(CN(C)C(=O)Nc3ccc(C)c(C)c3)nn2)CN1
78%[activator][176 µM] | COCCNC(=O)[C@@H]1CCC[C@@H](NC(=O)CC(C)C)CN(C)C(=O)C1
35% | COc1cccc(CN2CCCN(S(=O)(=O)c3ccccc3)CCC(=O)NCC2)n1
-4% | N#Cc1ccc(C(=O)N2CCC(Cc3nc(-c4ccncc4)n[nH]3)C2)cc1 (stereo unspecified)
13% | CCN(CC)C(=O)N1CC(Oc2ccc(-c3nc(C)no3)cc2)C1
6% | CCc1ccccc1NC(=O)C1CN(S(=O)(=O)c2cccnc2)CC12CCCCC2 (stereo unspecified)
35µM* | COc1ccc(S(=O)(=O)NC[C@@H]2C=C(C)[C@H](CC(=O)NCc3ccc(C#N)cc3)C[C@H]2C(C)C)cc1
13% | CCN(CC)C(=O)c1c(C)sc2ccn(Cc3ccc(F)cc3)c(=O)c12
30% | CN(Cc1nc2ccc(F)cc2[nH]1)c1cc(C2CC(O)C2)ncn1 (stereo unspecified)
10% | NC(=O)c1cc[nH]c1C1CCCN(C(=O)CCc2nc3ccccc3s2)C1 (stereo unspecified)
78%[activator] | Cc1cc(Cn2cc3c4c(cccc42)[C@H](CC(C)C)N[C@H](C(=O)NCCN(C)C)C3)no1
10% | O=C(Nc1ccccc1C(F)(F)F)N1CCCC(Cn2cnc3cccnc32)C1 (stereo unspecified)
30% | COCCN1CCC(CN(C)C(=O)C(N)c2c(C)n[nH]c2C)CC1 (stereo unspecified)
8%[6.33 µM] | O=C1NCc2ccccc2CC12CCN(Cc1cccc(F)c1)CC2
9%[176 µM] | CNC(=O)[C@@H](C1CC1)N1CCC[C@H]1C(=O)NCc1ccccc1
44%[activator] | Cc1cnc(CCNC(=O)Cc2cccc(F)c2)n1Cc1ccc(F)cc1
-8% | Cc1cccc(NC(=O)Cn2ccn3nc4c(c3c2=O)CCCCC4)c1C
8% | CCOC(=O)C1(Cc2cccc(OC)c2)CCNCC1
-23% | CCN(CC)C(=O)C[C@@H]1c2nc(NC(=O)c3ccc(OC)cc3)sc2C[C@@H]2[C@](C)(CO)[C@H](O)CC[C@]21C
? | COc1ccc(C2(C(=O)N3CCC4(CC3)C(OC)CN4c3cccc(F)c3)CC2)cc1 (stereo unspecified)
15% | Cc1noc([C@@H]2CN(C(=O)c3ccnn3C)C[C@H]2COCC2CC2)n1
17% | CCc1ccccc1NC(=O)[C@H]1CCC[C@H]1NC(=O)c1ccc(OC)nc1
? | O=C(NC1CCCc2c1[nH]c1ccccc21)c1ccccn1 (stereo unspecified)
27% | CN1C(=O)CCC2(CNC(=O)CC3CCCC3)CCCC=C12 (stereo unspecified)

# Source: PubChem (National Center for Advancing Translational Sciences (NCATS))

# These rows are one share of the data. The share of hits here may be higher or lower than overall.
